High-throughput results from PubChem BioAssay.
NadD block: inhibitors of S. aureus NadD, primary screen, biochemical, colorimetric, uHTS; purified NadD enzyme, colorimetric absorbance read-out; AID 602399, 2012; 360,000 compounds, 0.78% hits; inhibition, % at 20 µM; in the data active means inhibition above about 26%; further: some compounds past the cut are filed as inactive
SKN-1 inh: suppressors of acrylamide-induced Pgst-4::GFP reporter in worms, primary screen, SKN-1 inhibitor project, whole organism, uHTS, GFP/RFP fluorescence ratio, strain VP596; C. elegans VP596 Pgst-4::GFP/RFP ratio, 24 h; inhibition, % at 21.8 µM; 360,000 compounds, 0.49% hits; AID 624304, 2012;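 active means interference check ratio from 0.5 to 1.5 plus GFP to RFP signal ratio inhibition reaching or exceeding a fixed threshold, cut at about 30% in these data, passing the limit was not always enough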; further: some compounds called inactive have numbers as strong as hits
Neddylation inh: inhibitors of cullin neddylation, primary screen, biochemical, TR-FRET, uHTS, NAE and Ubc12; NEDD8-conjugating enzyme Ubc12 (Homo sapiens) + NEDD8-activating enzyme E1 regulatory …; calls only at 25 µM; 360,000 compounds, 0.58% hits; AID 651699, 2012; in the data active means inhibition above about 36%
Target sequence (P61081 whole entry, looked up): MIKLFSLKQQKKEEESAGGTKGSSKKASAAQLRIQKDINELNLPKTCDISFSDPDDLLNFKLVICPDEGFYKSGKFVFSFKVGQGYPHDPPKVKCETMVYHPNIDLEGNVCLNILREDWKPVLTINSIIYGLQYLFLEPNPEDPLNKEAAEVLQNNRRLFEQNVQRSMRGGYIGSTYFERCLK
Target sequence (Q13564 whole entry, looked up): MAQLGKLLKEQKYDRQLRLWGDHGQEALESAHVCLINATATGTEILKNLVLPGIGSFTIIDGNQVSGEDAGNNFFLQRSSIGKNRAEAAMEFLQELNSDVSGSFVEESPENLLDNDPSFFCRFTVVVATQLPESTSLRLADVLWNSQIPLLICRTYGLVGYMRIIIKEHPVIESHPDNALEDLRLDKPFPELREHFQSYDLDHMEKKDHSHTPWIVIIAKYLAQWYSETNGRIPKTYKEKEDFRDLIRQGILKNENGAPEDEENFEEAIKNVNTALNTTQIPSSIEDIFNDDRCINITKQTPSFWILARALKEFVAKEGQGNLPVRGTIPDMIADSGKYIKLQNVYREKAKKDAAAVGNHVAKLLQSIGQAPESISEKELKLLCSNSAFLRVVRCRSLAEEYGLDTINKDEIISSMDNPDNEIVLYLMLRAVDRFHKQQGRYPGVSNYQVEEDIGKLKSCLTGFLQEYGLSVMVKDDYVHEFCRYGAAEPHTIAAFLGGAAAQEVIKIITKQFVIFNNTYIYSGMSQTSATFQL
PABP1 MLLE inh: inhibitors of PABP1 MLLE–PAM2 peptide binding, primary screen, biochemical, fluorescence polarization, FITC-PAM2, GST-MLLE; inhibition, % at 20 µM; AID 588489, 2011; Polyadenylate-binding protein 1 (Homo sapiens), P11940; 360,000 compounds, 0.36% hits; in the data active means inhibition above about 35%, passing the limit was not always enough;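 further: plate controls were DMSO wells with GST-MLLE for no effect and wells lacking GST-MLLE protein for full effect; some results filed as inactive read as strong as hits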
FAS-TE inh: FAS thioesterase domain inhibitors, primary screen, biochemical, fluorescence intensity, uHTS | Fatty acid synthase (Homo sapiens), P49327 | 360,000 compounds, 0.67% hits | AID 602261, 2012 | inhibition, % at 15 µM | recombinant FAS-TE, OMFH fluorogenic substrate, fluorescence endpoint;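 active means compounds whose normalised, plate-corrected inhibition of enzyme fluorescence in the single-dose primary screen is 50% or more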;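 further: 0% = DMSO with enzyme and 100% = substrate without enzyme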
MT1-MMP act inh: blockers of MT1-MMP proenzyme processing, primary screen, HT1080 RFP-PRO-GFP cells, GFP/RFP fluorescence | Matrix metalloproteinase-14 (Homo sapiens), P50281 | GFP/RFP ratio fluorescence, overnight; percent of plate control window, DMSO zero | GFP/RFP ratio change, % at 20 µM | 360,000 compounds, 0.061% hits | AID 651647, 2012;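 active means GFP/RFP ratio change of at least 30% with cell ATP level not reduced by more than half and red fluorescence within 50% of control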; further: strong numbers were not always called active
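Read-out: GFP/RFP fluorescence ratio; Test system: RFP-PRO-GFP reporter HT1080 cells; Compound dosing: single-point 20 µM compound, 1% DMSO; Times: overnight compound exposure at 37 °C.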
Rin1 Abl inh: inhibitors of Rin1-Abl protein binding, primary screen, biochemical, TR-FRET. 360,000 compounds, 0.4% hits. Tyrosine-protein kinase ABL1 (Homo sapiens) + Ras and Rab interactor 1 (Homo sapiens), …. inhibition, % at 7.35 µM; in the data active means inhibition above about 5%, passing the limit was not always enough
Rpn11 inh: Rpn11 (PSMD14) deubiquitinase inhibitors, primary screen, biochemical, fluorescence polarization, uHTS; human 26S proteasome, Ub4-pepOG fluorescence polarization; 20S core pre-blocked with epoxomicin; calls only at 20 µM; 360,000 compounds, 0.59% hits; AID 588493, 2011;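 active means inhibition at 20 µM, scaled to each plate's controls, above about 33%, limit read from the data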
CSN inh: inhibitors of CSN-mediated cullin deneddylation, primary screen, biochemical, fluorescence polarization, uHTS; AID 651999, 2013; Purified CSN, SCF-Nedd8-OG deneddylation; inhibition, % at 12.5 µM; 360,000 compounds, 0.38% hits; COP9 signalosome complex subunit 5 (Homo sapiens), Q92905;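 active means pattern-corrected inhibition above about 35%, with an unprinted fluorescence ratio check between 0.5 and 1.5, limit read from the data, passing the limit was not always enough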;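 further: 0% = enzyme with substrate and 100% = substrate without enzyme; some results filed as inactive read as strong as hits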
Target sequence (Q92905 whole entry, looked up, one chain of several): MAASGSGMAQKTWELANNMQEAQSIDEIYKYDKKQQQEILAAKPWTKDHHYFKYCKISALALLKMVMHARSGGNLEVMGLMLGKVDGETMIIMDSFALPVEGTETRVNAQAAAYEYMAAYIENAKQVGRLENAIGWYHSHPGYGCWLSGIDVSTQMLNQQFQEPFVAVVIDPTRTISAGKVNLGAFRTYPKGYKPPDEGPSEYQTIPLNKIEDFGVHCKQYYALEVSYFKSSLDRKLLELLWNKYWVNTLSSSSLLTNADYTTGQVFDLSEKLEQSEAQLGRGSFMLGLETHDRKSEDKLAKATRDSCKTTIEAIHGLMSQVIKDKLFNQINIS
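Test system: purified human Csn5 enzyme expressed in HEK293T cells. Amount: 0.24 nM enzyme. Reagent: SCFSkp2-Nedd8OG substrate at 10 nM final. Schedule: 90 min incubation of compound, enzyme and substrate at room temperature. Detection: fluorescence polarization. Read-out: % inhibition of substrate cleavage by Csn5.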
* = called active by the depositor; i = inactive; x = not tested or not shown.

Compound	NadD block	SKN-1 inh	Neddylation inh	PABP1 MLLE inh	FAS-TE inh	MT1-MMP act inh	Rin1 Abl inh	Rpn11 inh	CSN inh
Cc1ccc2c(c1)N(Cc1cccc(Cl)c1)C(=O)c1cccnc1O2	-2.3	11.8	i	5.5	14.7	-0.1	-6.3	i	1.9
O=C1Nc2ccccc2C(O)(C(=O)NCc2ccco2)N1c1ccc(Cl)c(Cl)c1 (stereo not drawn)	6.4	42.0*	i	12.9	1.2	-6.2	-4.5	i	7.7
CCN(C1CCCCC1)S(=O)(=O)c1ccc(S(=O)(=O)N2CCN(CCC#N)CC2)cc1	5.2	-3.2	i	-8.3	8.2	-6.1	-3.7	i	-5.2
CC(C)(C)n1nnnc1C(c1cccs1)N1CCCC2(CCCCC2)C1 (stereo not drawn)	5.0	-3.6	i	4.4	24.9	-20.2	3.9	i	-2.9
COc1ccc(-c2nc(NCCN(C)C)nc3ccsc23)c(C)c1	0.8	13.4	i	0.1	-9.0	1.4	-0.3	i	0.1
O=C(COC(=O)[C@H](Cc1ccccc1)NC(=O)c1cccs1)NC1CCCCC1	6.3	-3.3	i	-9.5	-1.7	1.0	3.9	i	3.9
Cc1cc(Nc2ccc(F)cc2F)n2nc(C)nc2n1	0.9	2.5	i	1.5	-2.7	-1.4	-0.9	i	-7.8
O=C(CC1C(=O)NCCN1Cc1ccccc1C(F)(F)F)NC1CCC1 (stereo not drawn)	2.2	8.8	i	5.2	-3.7	2.2	-1.8	i	1.4
CCC(=O)Oc1oc(-c2ccccc2)nc1C=Nc1ccccc1OC	-2.1	-23.7	i	18.4	16.7	10.6	1.3	i	-0.2
CCOC(=O)C1CCCN(C(=O)C2(c3ccc(Cl)cc3)CCCC2)CC1 (stereo not drawn)	-0.9	8.0	i	-3.5	20.1	-5.5	-4.6	i	1.2
COc1ccc(-n2ncc3c(Nc4cccc(C)c4)ncnc32)cc1	-0.6	-2.0	i	5.6	1.6	8.9	6.9	i	-0.7
N#C/C(=C\c1ccco1)Sc1nc2ccccc2s1	-9.3	44.5*	i	-15.6	-6.7	-3.9	-4.2	i	1.2
CC1(C(=O)Nc2ccc3[nH]ncc3c2)CCN1C(=O)Cc1ccc(-c2ccccc2)cc1 (stereo not drawn)	0.7	15.7	i	-0.2	3.7	-2.4	-1.2	i	1.8
CC(C)(C)c1ccc(C(=O)NCCC(=O)Nc2ccc3c(c2)OCCO3)cc1	-3.6	-7.9	i	4.5	7.1	-1.1	-1.0	i	-3.9
Cc1ccc2c(c1)N(CC(=O)Nc1c(C)cccc1C)C(=O)c1cccnc1O2	-2.0	21.1	i	1.4	0.7	-2.2	-0.4	i	2.6
c1ccc(CN2CCCC3(CCCN(Cc4nc(CC5CC5)no4)C3)C2)cc1 (stereo not drawn)	-7.6	1.2	i	-1.9	-2.6	3.9	3.0	i	-2.8
CC1CC(C)CN(S(=O)(=O)c2ccc3c(c2)CCN3C(=O)C2CC2)C1 (stereo not drawn)	2.3	12.0	i	5.7	17.8	4.0	3.3	i	-2.1
CCCn1cc(CN2CCC(Oc3ccc(C(=O)N4CCCC4)cc3)CC2)c(C)n1	-10.4	1.3	i	2.7	-3.2	-0.4	-0.3	i	-2.6
C/C(N)=C(/C#N)C(=O)CSc1nnc(COc2cc(C)ccc2C)o1	6.9	8.4	i	-88.3	-8.6	-1.4	-2.0	i	0.5
O=C(O)CCSCCC(=O)O	2.2	-6.2	i	6.3	-4.5	5.2	-0.2	i	2.3
COc1ccc(-c2cc(C(=O)Nc3cccc(S(=O)(=O)NCc4ccco4)c3)c3ccccc3n2)cc1OC	57.7*	0.7	i	-12.4	19.7	-13.9	-0.5	i	4.5
CN(C)C(=O)CCc1ccc2c3c([nH]c2c1)[C@]1(CCc2ccccc2)[C@@H](C(=O)N2CCCCC2)C[C@H](CC(=O)NCc2cccc(C(F)(F)F)c2)C(=O)N1CC3	2.6	8.3	i	-12.9	15.1	-16.5	-1.5	i	-2.5
CC(C)C[C@H](NC(=O)c1[nH]cnc1C(=O)N[C@@H](C)c1ccccc1)C(=O)OC(C)(C)C	2.6	6.4	i	4.7	11.6	-16.2	0.0	i	1.1
Cc1ccc(N2C(=O)[C@@H]3C(C(=O)C(c4ccccc4)c4ccccc4)=NN[C@@H]3C2=O)cc1	1.8	-4.3	i	12.3	-6.3	-0.6	0.5	i	-5.2

Arranged by count of non-hydrogen atoms (ascending): 3 of the compounds above
Compound	NadD block	SKN-1 inh	Neddylation inh	PABP1 MLLE inh	FAS-TE inh	MT1-MMP act inh	Rin1 Abl inh	Rpn11 inh	CSN inh
CCCn1cc(CN2CCC(Oc3ccc(C(=O)N4CCCC4)cc3)CC2)c(C)n1	-10.4	1.3	i	2.7	-3.2	-0.4	-0.3	i	-2.6
CC(C)C[C@H](NC(=O)c1[nH]cnc1C(=O)N[C@@H](C)c1ccccc1)C(=O)OC(C)(C)C	2.6	6.4	i	4.7	11.6	-16.2	0.0	i	1.1
COc1ccc(-c2cc(C(=O)Nc3cccc(S(=O)(=O)NCc4ccco4)c3)c3ccccc3n2)cc1OC	57.7*	0.7	i	-12.4	19.7	-13.9	-0.5	i	4.5

Next results.
Compound	NadD block	SKN-1 inh	Neddylation inh	PABP1 MLLE inh	FAS-TE inh	MT1-MMP act inh	Rin1 Abl inh	Rpn11 inh	CSN inh
COCCn1c(Br)nc2c1c(=O)n(C)c(=O)n2C	-1.5	10.3	i	5.3	-2.6	1.8	-1.8	i	-14.7
CC1(C)C(=O)OC(c2ccccc2)C2(CCCC2)C1=O (stereo not drawn)	-2.9	-19.2	i	5.8	-4.0	-3.1	0.8	i	5.7
O=C(Nc1ccc(F)cc1)c1cc2c(s1)CCCC2	-2.6	17.4	i	13.1	17.6	-5.8	0.3	i	5.5
Cc1ccc(NC(=O)CC(NCCN2CCOCC2)C(=O)O)cc1Cl (stereo not drawn)	-0.2	-23.8	i	-6.8	-8.4	-7.5	-1.1	i	-2.3
CC1CC(C(F)F)n2nc(C(=O)O)cc2N1 (stereo not drawn)	-0.5	12.3	i	-12.3	-8.2	3.5	-3.2	i	-2.7
CCC(C)NS(=O)(=O)c1ccc(OCC(=O)Nc2ccc(F)cc2F)cc1 (stereo not drawn)	-7.0	4.9	i	5.3	15.8	3.2	-3.3	i	-1.8
C=C[C@H](CC(C)C)N(Cc1ccccc1)S(=O)(=O)N(Cc1ccccc1)[C@@H](C=C)CC(C)C	-5.0	8.7	i	-5.6	34.4	-2.5	0.0	i	0.9
COc1ccc2nc(SCC(=O)NC(C)c3ccccc3)[nH]c2c1 (stereo not drawn)	-2.0	-3.7	i	6.5	-1.5	-3.0	2.5	i	9.9
COc1ccccc1N1CCN(C(=O)c2ccc(CSc3ccccc3)cc2)CC1	6.2	1.4	i	14.6	22.7	5.7	0.8	i	0.7
O=C(CC1C(=O)NCCN1Cc1ccccc1)NCCCOc1cccnc1 (stereo not drawn)	-3.7	4.5	i	3.1	-5.5	-0.4	5.8	i	-2.2
COc1ccc(Cl)cc1S(=O)(=O)N1CCC(C(=O)NCc2ccccn2)CC1	-5.0	10.9	i	22.0	-9.8	2.2	5.3	i	3.0
CC1Nc2ncnc(N3CCN(c4ccccc4)CC3)c2N(Cc2ccc(Cl)cc2)C1=O (stereo not drawn)	13.7	8.5	i	6.0	19.9	0.3	-4.5	i	4.6

With a hit mark in SKN-1 inh, of those listed so far:
SMILES | NadD block | SKN-1 inh | Neddylation inh | PABP1 MLLE inh | MT1-MMP act inh | Rin1 Abl inh | Rpn11 inh | CSN inh
O=C1Nc2ccccc2C(O)(C(=O)NCc2ccco2)N1c1ccc(Cl)c(Cl)c1 (stereo not drawn) | 6.4 | 42.0* | i | 12.9 | -6.2 | -4.5 | i | 7.7
N#C/C(=C\c1ccco1)Sc1nc2ccccc2s1 | -9.3 | 44.5* | i | -15.6 | -3.9 | -4.2 | i | 1.2

Next section:
Compound	NadD block	SKN-1 inh	Neddylation inh	PABP1 MLLE inh	FAS-TE inh	MT1-MMP act inh	Rin1 Abl inh	Rpn11 inh	CSN inh
CCOc1ccc(C(=O)Nc2ccc3nc(N4CCN(CC)CC4)cc(C)c3c2)cc1	-6.4	12.6	i	-9.5	1.2	11.4	-3.6	i	-1.6
FC(F)c1nc2nc(Cl)c(Cl)nc2[nH]1	-0.1	2.4	i	-0.5	-3.3	3.3	0.2	i	-1.4
O=C1OCC/C1=C\c1ccccc1O	-1.2	20.5	i	4.6	-6.5	-5.1	-1.1	i	-2.6
CC1=NN(C(=O)Cn2nc([N+](=O)[O-])c(Br)c2C)C(O)(C(F)(F)F)C1 (stereo not drawn)	-6.1	21.5	i	16.5	-4.9	-3.1	-1.6	i	-12.8
Cc1cc(C)n2ncc(C(=O)NCc3ccc(Cl)cc3)c2n1	-1.5	-1.0	x	-8.6	13.9	-1.7	0.6	i	3.5
COCCNC(=O)NC(=O)CN1CCN(C(c2ccccc2)c2ccccc2)CC1	-0.9	11.3	i	-8.2	-6.6	0.0	2.1	i	0.2
CCOC(=O)C1=C(N)Oc2cc(O)ccc2C1c1ccc(C)cc1 (stereo not drawn)	9.5	-1.0	i	-4.5	30.6	-6.0	-0.6	i	-0.5
CC(C)Oc1ccc(CCc2n[nH]c(=S)n2Cc2ccccc2)cc1	10.6	-7.4	i	-34.7	19.3	0.9	3.8	i	-3.1
CCOC(=O)C1CCCCN1Cc1cccc(C(F)(F)F)c1 (stereo not drawn)	1.1	7.0	i	-3.0	0.2	-0.7	-0.5	i	6.2
Cc1nnc(SCC(=O)NC2CCCc3c2cnn3-c2ccc(F)cc2F)o1 (stereo not drawn)	-2.0	6.5	i	-17.7	-1.9	-2.0	3.0	i	0.5
O=C1NC2c3c(I)sc(I)c3C(=O)C2O1 (stereo not drawn)	0.3	-14.9	i	69.5	-1.1	-40.4	1.0	i	-29.0
COc1cccc(-c2nc(N3CCCC3)c3ccccc3n2)c1O	-9.2	14.2	i	-1.1	9.0	3.3	-1.8	i	1.8
CCOC(=O)C1(C)CCN1C(=O)c1ccccc1C (stereo not drawn)	-1.5	1.2	i	11.4	-4.3	-2.3	2.9	i	1.9

Random draw from the library, and some 3.9% of all compounds hit somewhere here.
